Assay outcomes from PubChem BioAssay.
All columns: NCI-60 one-dose screen, growth in % after 48 h at 10 µM unless noted; 100 = growth as untreated, 0 = no growth, -100 = all killed.
TK-10: TK-10 renal cancer cells | 3.9% of 81,000 active | AID 1794769; active = growth percent below 10
An asterisk follows results filed as active; & = joins results of further samples; ! = not active in a repeat; [ ] = remark or other dose. These rows are one share of the data; rates above refer to the full screens.

Molecule: O=C(O)CN1C(=O)C(Cc2ccc(O)cc2)N=C(c2cccc(O)c2)c2ccc(Cl)cc21 (centres undefined)
  TK-10 = 103[30 µM]

Molecule: C[C@H]1C(=O)O[C@@H]2CCN3CC=C(COC(=O)[C@](C)(O)[C@@]1(C)O)[C@H]23
  TK-10 = 93&58[100 µM]

Molecule: N#CCN1C(=O)C(Cc2ccc(O)cc2)N=C(c2ccc(O)cc2)c2cc(Cl)ccc21 (centres undefined)
  TK-10 = 90[30 µM]

Molecule: O=C(O)CCC1N=C(c2cccc(O)c2)c2ccc(Cl)cc2NC1=O (centres undefined)
  TK-10 = 101[30 µM]

Molecule: CCOC(=O)c1[nH]cnc1/N=N/N(C)N
  TK-10 = -100*![100 µM]

Molecule: COc1ccc(CC2c3cc(OC)c(OC)c(OC)c3CC[N+]2(C)C)cc1Oc1ccc(CC2c3cc4c(c(OC)c3CC[N+]2(C)C)OCO4)cc1 (centres undefined)
  TK-10 = 65&93[100 µM]

Molecule: CCCCN1C(=O)C(CC(=O)O)N=C(c2ccc(O)cc2)c2cc(Cl)ccc21 (centres undefined)
  TK-10 = 99[30 µM]

Molecule: NC(=O)CCC1N=C(c2ccc(O)cc2)c2cc(Cl)ccc2N(CC(=O)O)C1=O (centres undefined)
  TK-10 = 122[30 µM]

Molecule: CCCCN1C(=O)C(C(C)C)N=C(c2cccc(O)c2)c2ccccc21 (centres undefined)
  TK-10 = 116[30 µM]

Molecule: O=C(O)CN1C(=O)C(Cc2ccccc2)N=C(c2cccc(O)c2)c2ccc(Cl)cc21 (centres undefined)
  TK-10 = 98[30 µM]

Molecule: NC(=O)CN1C(=O)C(Cc2ccccc2)N=C(c2cccc(O)c2)c2ccccc21 (centres undefined)
  TK-10 = 102[30 µM]

Rewritten as tab-separated lines: part of the list above.
Compound	TK-10
C[C@H]1C(=O)O[C@@H]2CCN3CC=C(COC(=O)[C@](C)(O)[C@@]1(C)O)[C@H]23	93&58[100 µM]
NC(=O)CCC1N=C(c2ccc(O)cc2)c2cc(Cl)ccc2N(CC(=O)O)C1=O (centres undefined)	122[30 µM]

2 entries drawn at random from those above:
Molecule: NC(=O)CN1C(=O)C(Cc2ccccc2)N=C(c2cccc(O)c2)c2ccccc21 (centres undefined)
  TK-10 = 102[30 µM]

Molecule: COc1ccc(CC2c3cc(OC)c(OC)c(OC)c3CC[N+]2(C)C)cc1Oc1ccc(CC2c3cc4c(c(OC)c3CC[N+]2(C)C)OCO4)cc1 (centres undefined)
  TK-10 = 65&93[100 µM]
